High-throughput results deposited in PubChem by Sanford-Burnham Center for Chemical Genomics.
A3G deaminase – APOBEC3G (human) deaminase inhibition; Q9HC16; recombinant A3G, ssDNA deamination FAM/TAMRA fluorescence; inhibition, % at 20 µM; 0.28% of 330,000 active; AID 493012;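 active = inhibition of at least 40% at 20 µM, with no more than 30% in the related APOBEC3A deaminase screen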;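 note: plate controls were DMSO wells with A3G for no effect and wells lacking A3G enzyme for full effect; some compounds called inactive have numbers as strong as hits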
Target sequence (Q9HC16 whole entry, looked up): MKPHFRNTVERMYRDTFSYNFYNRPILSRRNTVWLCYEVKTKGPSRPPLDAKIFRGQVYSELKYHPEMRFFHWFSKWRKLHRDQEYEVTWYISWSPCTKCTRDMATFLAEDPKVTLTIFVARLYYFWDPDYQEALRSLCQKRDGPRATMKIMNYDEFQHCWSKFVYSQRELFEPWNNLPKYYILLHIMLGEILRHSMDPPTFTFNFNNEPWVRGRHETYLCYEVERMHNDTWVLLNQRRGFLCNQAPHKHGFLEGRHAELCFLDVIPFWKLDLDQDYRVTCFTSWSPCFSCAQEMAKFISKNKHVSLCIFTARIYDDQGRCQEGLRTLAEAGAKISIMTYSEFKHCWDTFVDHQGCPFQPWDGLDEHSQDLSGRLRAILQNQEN
mIAP activ – mouse IAP activation; muIAP, CDP-Star luminescence, 30 min; stronger effect = higher value; 1 = vehicle-only enzyme signal, 0 = enzyme-free wells; activation factor at 10 µM; 0.24% of 330,000 active; AID 2805;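 active = activation factor of at least 2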; note: the source names both 10 and 20 µM as test concentration; values of inactives mirror those of a sister screen read the other way
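System: mouse IAP enzyme. Reagent: CDP-Star chemiluminescent phosphatase substrate. Benchmarks: DMSO wells, no-enzyme wells. Times: 30 min enzyme-substrate-compound incubation at room temperature. Detection: luminescence from enzymatic CDP-Star hydrolysis. Doses: test compounds delivered from DMSO solution.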
APOBEC3A inh – human APOBEC3A DNA deaminase inhibition; P31941; recombinant A3A, FAM/TAMRA ssDNA deamination fluorescence; inhibition, % at 20 µM; 0.41% of 330,000 active;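 active = at least 40% inhibition at 20 µM here, with at most 30% in a related deaminase screen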;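 note: plate controls were A3A with DMSO for no effect and wells lacking A3A enzyme for full effect; some results filed as inactive read as strong as hits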
ATG4B inhibitor – ATG4B (human) cysteine protease inhibition; Q9Y4P1; ATG4B cleavage of LC3-PLA2, NBD-HPC fluorescence, 1 h; inhibition, % at 8.33 µM; 0.51% of 340,000 active; in the data active = inhibition above about 40%
beta cell repl – induces beta-cell replication in MIN6 cells. AID 2380. MIN6 cells proliferation, ATPlite luminescence, 48 h; cells starved in 0.2% serum; 100% = growth in 10% serum. 0.29% of 330,000 active. proliferation, % at 10 µM;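 active = compounds whose signal lies at least 3.5 SD above the mean of all wells on their plate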;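 note: 0% = DMSO-treated cells in low-serum medium and 100% = 10% serum control; some compounds called inactive have numbers as strong as hits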
hIAP inh – blocks human intestinal alkaline phosphatase. P09923. purified IAP, CDP-Star luminescence, 30 min. inhibition, % at 10 µM. 0.12% of 330,000 active;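 active = inhibition reaching a set limit with compound at 10 µM in the primary screen, cut at about 35% in these data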;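 note: plate controls were DMSO wells with enzyme for no effect and no-enzyme buffer wells for full effect; values of inactives mirror those of a sister screen read the other way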
Target sequence (P09923 whole entry, looked up): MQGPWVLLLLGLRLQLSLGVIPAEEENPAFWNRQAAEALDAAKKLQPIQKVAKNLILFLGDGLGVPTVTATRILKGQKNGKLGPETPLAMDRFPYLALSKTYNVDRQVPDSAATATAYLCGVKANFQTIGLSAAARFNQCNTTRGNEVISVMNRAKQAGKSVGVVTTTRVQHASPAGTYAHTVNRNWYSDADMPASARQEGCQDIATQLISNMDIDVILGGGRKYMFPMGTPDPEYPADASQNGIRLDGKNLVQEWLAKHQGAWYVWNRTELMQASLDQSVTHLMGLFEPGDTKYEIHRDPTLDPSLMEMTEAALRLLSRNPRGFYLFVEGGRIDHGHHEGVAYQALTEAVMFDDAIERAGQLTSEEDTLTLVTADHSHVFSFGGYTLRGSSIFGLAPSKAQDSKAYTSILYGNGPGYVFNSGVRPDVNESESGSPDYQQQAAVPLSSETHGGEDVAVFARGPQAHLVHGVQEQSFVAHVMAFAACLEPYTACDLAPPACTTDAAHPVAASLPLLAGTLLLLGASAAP
mIAP block – blocks mouse intestinal alkaline phosphatase. purified mouse IAP, CDP-Star luminescence, 30 min. inhibition, % at 10 µM. 0.2% of 330,000 active. AID 2806;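 active = inhibition of at least 40% at 10 µM in the primary screen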;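 note: plate controls were DMSO with enzyme for no effect and no enzyme wells for full effect; values of inactives mirror those of a sister screen read the other way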
hIAP act – increases human intestinal alkaline phosphatase activity. P09923. purified human IAP, CDP-Star luminescence, 30 min; stronger effect = higher value; 1 = vehicle-only enzyme, 0 = enzyme-free background. activation factor at 10 µM. 0.16% of 330,000 active;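 active = activation factor of the enzyme at least 2-fold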; note: the source names both 10 and 20 µM as test concentration; values of inactives mirror those of a sister screen read the other way
MPTP inh – inhibitors of mitochondrial permeability transition pore; 1.4% of 360,000 active; inhibition, % at 10 µM; isolated mouse mitochondria, Ca2+ swelling absorbance, 30 min;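 active = inhibition of 50% or more, scaled per plate between neutral and stimulator controls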;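 note: 0% = DMSO wells given calcium and 100% = 1 mM EGTA wells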
The depositor's hits bear a star.

#	SMILES	A3G deaminase	mIAP activ	APOBEC3A inh	ATG4B inhibitor	beta cell repl	hIAP inh	mIAP block	hIAP act	MPTP inh
1	CSc1ccc(S(=O)(=O)N2CCC(C(=O)NC3CC3)CC2)cc1	-8.7	0.976	-3.0	-1.1	0.0	10.3	2.4	0.897	-1.6
2	Nc1nc2ccc(-c3nc4ccccc4o3)cc2s1	-3.7	1.02	2.9	-22.5	-0.5	-7.5	-2.4	1.07	-0.2
3	OCCN(CCO)Cc1ccc(Br)cc1	-8.7	1.09	-2.7	-4.5	-0.8	7.3	-9.1	0.927	-0.5
4	Cc1cc(C)n2c(=S)[nH]nc2n1	91.8*	0.972	-2.6	0.0	-2.3	-26.6	2.8	1.27	-2.1
5	CCCC1NC(=S)NC(C)=C1C(C)=O (stereo not given)	-11.8	0.964	-4.5	7.9	0.3	4.7	3.6	0.953	-1.4
6	O=C(NC1(C(F)(F)F)C(=O)Nc2c1c(=O)[nH]c(=O)n2-c1ccc(F)cc1)c1cccnc1 (stereo not given)	-5.1	0.805	-2.6	-2.2	-1.6	-18.6	19.5	1.19	-0.3
7	CCOc1cc(NS(=O)(=O)CC)c(OCC)cc1NC(=O)c1ccco1	-5.0	0.964	-1.1	-1.0	0.3	1.5	3.6	0.985	-2.5
8	C/C(=N\Nc1cc(C)nc(-c2ccccc2O)n1)c1ccccc1O	-1.7	0.986	3.5	7.3	-6.1	-47.3	1.4	1.47	25.3
9	Cc1nc(N2CCC(C)CC2)c2c(C)c(C(=O)Nc3cc(F)ccc3C)sc2n1	-6.3	0.892	0.6	-17.7	-5.9	14.5	10.8	0.855	13.5
10	COc1ccc(NC(=O)c2cc3ccccc3cc2O)cc1	-2.1	1.02	-5.6	8.3	-6.5	8.3	-2.0	0.917	6.7
11	CC1CCCC(C)N1C(=O)Cn1cc(C#N)c2ccccc21 (stereo not given)	-3.6	1	-1.7	0.7	-3.9	12.2	-0.1	0.878	-0.6
12	CCN(CC(=O)NCc1ccc(F)cc1)C(=O)COc1ccc2ccccc2c1	1.2	1.02	-2.6	-8.6	0.0	1.0	-1.6	0.99	3.3
13	CC(OC(=O)CC1CCCCC1)C(=O)Nc1ccc(S(N)(=O)=O)cc1 (stereo not given)	-7.9	0.937	5.5	-10.1	6.9	-8.3	6.3	1.08	-0.9
14	O=C(Nc1ccc(Cl)cc1C(=O)Nc1ccncc1)c1ccco1	-4.9	0.989	-1.0	1.6	-2.8	8.8	1.1	0.912	-3.7
15	Cc1c(OCC(=O)NCCN2CCOCC2)ccc2c1oc(=O)c1ccccc12	-4.3	0.934	-1.5	-3.2	0.3	-20.7	6.6	1.21	-1.5
16	OC(COc1ccc2ccccc2c1)Cn1ccnc1 (stereo not given)	-9.8	0.961	-4.9	0.1	-1.7	23.3	3.9	0.767	0.4
17	COc1cccc(NC(=O)c2nnn(CC(=O)Nc3cc(C)cc(C)c3)c2N)c1	-2.2	1.08	-1.5	0.2	-1.4	-3.5	-7.8	1.03	-0.3
18	COCCn1ccc(O)c(Cc2ccc(Cl)cc2)c1=O	-7.2	0.972	-9.1	3.9	-2.6	-2.6	2.8	1.03	-0.7
19	CC(=O)OC1C(OC(C)=O)N(C(C)=O)C(=O)N1C(C)=O (stereo not given)	2.4	1.04	-0.2	-5.0	-2.4	5.1	-4.1	0.949	-0.2
20	Oc1cnn(-c2ccccc2)c1	-7.9	1.03	-1.5	3.9	-2.4	-5.0	-3.3	1.05	-2.2
21	NC1=NC[C@H](c2ccccc2)N1CC1CCCCC1	-9.5	1.04	-6.3	8.0	-7.5	-7.9	-4.5	1.08	2.8
22	O=C(NCc1ccccc1CN1CCCC1)c1cccc(S(=O)(=O)N2CCOCC2)c1	-8.4	1.14	-4.9	-3.7	-2.8	6.9	-13.8	0.931	0.0
23	CCn1c(C)c(C(C)=O)cc(C#N)c1=O	-3.3	0.928	-1.1	-11.6	-1.8	-9.6	7.2	1.1	2.3
24	Cc1cccc(C(=O)OCC(=O)Nc2ccccc2C(=O)NC2CC2)c1	-7.6	0.997	0.0	-28.6	-4.6	-7.4	0.3	1.07	-0.9
25	CCOc1ccc2nc(COC(=O)c3ccco3)c(C(C)=O)[n+]([O-])c2c1	-4.3	0.958	-2.1	-12.8	-0.4	13.9	4.2	0.861	-4.1
26	O=C(Nc1ccc(Cl)cc1)c1cc(S(=O)(=O)Nc2ccccn2)ccc1Cl	-13.8	0.962	-5.5	3.6	1.4	-6.7	3.8	1.07	0.8
27	Cc1nnc(NC(=O)c2ccc(C)c(S(=O)(=O)N3CCOCC3)c2)s1	-5.5	0.905	-0.2	9.3	0.4	-3.1	9.5	1.03	0.8
28	CCCOc1ccc(-c2c(C(=O)N/N=C/c3ccsc3)nnn2-c2nonc2N)cc1	-6.9	0.899	-6.3	-4.8	-0.9	-15.7	10.1	1.16	-0.2
29	COC(=O)C1=C(C)NC(=S)NC1c1ccc(OCC(=O)N2CC(C)OC(C)C2)c(OC)c1 (stereo not given)	-1.0	0.89	-1.5	-6.0	-3.6	17.6	11.0	0.824	-1.7
30	Cc1ccc(C)c(OCCSc2nnc(C)c(=O)[nH]2)c1	-2.2	1.04	1.4	-8.7	0.0	-5.3	-4.0	1.05	-0.2
31	O=C(CSc1ccccn1)Nc1ccc2c(c1)CCC2	-8.3	0.966	1.3	-4.1	1.6	2.5	3.4	0.975	-2.3
32	COc1ccc(C(=O)Nc2cc(C(F)(F)F)ccc2-n2cncn2)cc1	-1.6	1.03	-1.1	-1.4	-1.9	-2.2	-3.0	1.02	0.5
33	Cc1cccc(NS(=O)(=O)c2ccc3nc(-c4ccccc4)[nH]c3c2)c1C	-3.3	1.01	1.1	12.2	-2.1	3.0	-1.2	0.97	7.2
34	O=C1CCCN1CC(O)CS(=O)(=O)c1ccc(Cl)cc1 (stereo not given)	-4.5	1.14	0.3	-7.3	-1.5	-2.5	-14.2	1.02	2.6
35	CCOc1ccccc1OCCn1ncc2ccc(OC)c(OC)c2c1=O	-4.6	0.976	-3.3	-9.0	3.2	8.9	2.4	0.911	-0.4
36	Cc1cc(=O)oc2cc(OCC(=O)Nc3ccc(N4CCC(C)CC4)cc3)ccc12	3.1	1.02	-1.3	-0.3	-4.0	-2.1	-1.8	1.02	2.1
37	Cc1nnsc1-c1c(C(=O)N2CCOCC2)c(C)nn1-c1ccc(Cl)cc1	-1.0	0.999	2.3	6.5	-2.9	-6.3	0.1	1.06	0.0
38	O=C(CSc1nnc(-c2ccccc2Br)o1)N1CCN(C(=O)c2ccco2)CC1	8.7	1	3.9	1.9	-2.0	-1.2	-0.2	1.01	1.1
39	CC1Sc2ccc(S(=O)(=O)N3CCC(C(=O)N(C)Cc4ccco4)CC3)cc2NC1=O (stereo not given)	-5.6	0.962	-3.8	2.3	-3.4	13.1	3.8	0.869	0.0
40	CCOP(=O)(OCC)c1nc(-c2ccc(C)cc2)oc1N1CCOCC1	-5.8	1.15	-4.1	-21.3	-3.0	10.6	-14.6	0.894	1.1
41	CCCCn1c(N)c(N(Cc2ccccc2OC)C(=O)C(C)C)c(=O)[nH]c1=O	-5.7	0.992	3.8	1.7	3.6	-0.6	0.8	1.01	-0.9
42	Cn1nc([N+](=O)[O-])nc1Sc1cccc2cccnc12	-6.4	0.992	-2.1	-3.7	-6.1	3.9	0.8	0.961	1.7
43	O=C(NCCc1ccccn1)c1ccc2nc(Cc3ccccc3F)oc2c1	-2.5	1.01	1.3	-2.1	0.2	-7.2	-1.1	1.07	0.7
44	Cc1ccn2cc(C(=O)Nc3cccc(C(=O)NC4CC4)c3)nc2c1	8.7	1.12	2.4	1.5	-6.3	-23.3	-11.7	1.23	-0.4
45	CC1(C)Cc2c(sc(NC(=O)Cc3ccccc3)c2C#N)CO1	-4.1	1.01	-1.6	2.5	-1.3	-11.4	-1.1	1.11	-1.5
46	COc1ccc(CCNC(=O)COC(=O)c2ccc(Br)o2)cc1OC	-2.1	0.989	2.5	-5.8	-3.2	1.5	1.1	0.985	1.2
47	COc1c(O)ccc(C2NC(=O)NC(C)=C2C(=O)Nc2ccccc2C)c1[N+](=O)[O-] (stereo not given)	0.0	0.961	0.0	0.1	-1.2	5.3	3.9	0.947	0.1
48	Cc1ccccc1N(CC(=O)Nc1ccc(S(=O)(=O)N2CCOCC2)cc1)S(C)(=O)=O	-4.7	1.04	-0.8	14.2	-1.0	-15.7	-4.3	1.16	0.6
49	CC(=O)Nc1ccc(S(=O)(=O)N(C)CC(=O)N/N=C/c2cccc(O)c2)cc1	-6.3	0.987	-1.7	-8.2	-2.9	-11.4	1.3	1.11	-0.2
50	CCC(CC)c1nnc(NC(=O)Cc2ccccc2[N+](=O)[O-])s1	-2.4	0.98	-3.3	-0.9	-3.2	-7.5	2.0	1.07	-0.1

Following part
#	SMILES	A3G deaminase	mIAP activ	APOBEC3A inh	ATG4B inhibitor	beta cell repl	hIAP inh	mIAP block	hIAP act	MPTP inh
51	O=C1NC[C@@H](c2ccccc2)OC(=O)[C@H](Cc2ccc(F)cc2)C/C=C\C[C@@H]1CC(=O)N(CCO)Cc1ccccc1	-6.7	1.24	-2.8	-8.8	-5.5	6.4	-23.6	0.936	0.4
52	Cc1cc(NC(=O)CCl)n(-c2nc3ccccc3s2)n1	-5.2	0.954	-1.4	-14.8	-4.0	-18.0	4.6	1.18	1.4
53	Cc1nc(Nc2ccccc2)sc1C(=O)c1ccccc1	-6.7	0.873	-3.5	-5.6	1.4	1.3	12.7	0.987	4.2
54	CCOc1ccc(NC(=O)C(C)NC(=O)c2ccccc2Cl)cc1S(=O)(=O)N1CCCC1 (stereo not given)	-6.8	0.982	-2.7	1.1	6.5	-14.7	1.8	1.15	-2.4
55	CCCCn1c(N)c(N(CC(C)C)C(=O)c2cc3c(s2)CCC3)c(=O)[nH]c1=O	11.0	1.04	17.4	-1.7	0.3	-0.1	-4.5	1	-2.3
56	COc1cccc(/C=N/NC(=O)c2cnccn2)c1O	-3.5	0.997	-1.2	2.1	-1.6	-86.1	0.3	1.86	1.1
57	CSc1ccc(/C=N/n2c(C3CCCCC3)n[nH]c2=S)cc1	-9.1	0.936	-5.1	4.4	-2.5	-11.9	6.4	1.12	0.0
